aGlu spleen mod: inhibitors or activators of human alpha-glucosidase in spleen homogenate. P10253. hit rate 0.006% among 240,000. human spleen homogenate, 4-MU-alpha-glucoside fluorescence. Potency, µM (top dose mostly 79.9 µM), without a hit: at the highest dose activity change, negative = inhibition, hits mostly inhibitors. AID 2112;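 further: 0% = enzyme with vehicle and -100% = no enzyme basal signal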
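AC50 values come from Hill-equation fits of concentration-response data, normalized to no-enzyme and full-activity controls. Enzyme source: 1 ug human spleen homogenate; 1 mM fluorogenic 4-MU glucoside, pH 5.0 citrate buffer, 37 C, 40 min.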
HTT ATP protect: protects HTT-Q103 PC12 cells, measured by ATP | AID 1471 | Potency, µM (titrated, usually from 56.4 µM), for inactives: cytoprotection (ATP increase), usual class: activators | hit rate 0.14% among 230,000 | PC12 HTT-Q103 induced, cytoprotection, ATP luminescence, 40 h;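 further: % of control where 0% means no effect; nearly all actives have a fitted effect of over 45% in size; toxic huntingtin expression switched on by the ecdysone agonist tebufenozide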
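Cells were plated at 1500 per well in phenol red-free DMEM with 5% equine and 5% calf serum. Tebufenozide (100 nM final) and compounds were added, then ATPlite reagent, and luminescence was read.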
GAA glycogen: alters human alpha-glucosidase cleavage of glycogen. recombinant GAA, glycogen substrate, Amplex Red glucose oxidase fluorescence. Potency, µM (top dose mostly 76.4 µM), inactives show at the top dose activity change, negative = inhibition, actives largely listed as inhibitors. hit rate 0.38% among 300,000;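 further: 0% = full enzyme reaction and -100% = no-enzyme basal signal; the screen sought inhibitors and activators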
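Natural-substrate format: glycogen cleavage by 4 nM human enzyme, glucose read by Amplex Red coupling (Ex 573, Em 610 nm). Normalized to enzyme and no-enzyme controls.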
GLA spleen mod: inhibitors or activators of human alpha-galactosidase in spleen homogenate; human spleen homogenate, 4MU-alpha-Gal fluorescence, 40 min; Potency, µM (top dose mostly 80 µM), without a hit: at the top dose activity change, negative = inhibition, actives largely listed as inhibitors; hit rate 0.008% among 240,000; AID 2107;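 further: 0% = enzyme with vehicle and -100% = no enzyme basal signal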
Target sequence (P06280 32-429 limits assumed): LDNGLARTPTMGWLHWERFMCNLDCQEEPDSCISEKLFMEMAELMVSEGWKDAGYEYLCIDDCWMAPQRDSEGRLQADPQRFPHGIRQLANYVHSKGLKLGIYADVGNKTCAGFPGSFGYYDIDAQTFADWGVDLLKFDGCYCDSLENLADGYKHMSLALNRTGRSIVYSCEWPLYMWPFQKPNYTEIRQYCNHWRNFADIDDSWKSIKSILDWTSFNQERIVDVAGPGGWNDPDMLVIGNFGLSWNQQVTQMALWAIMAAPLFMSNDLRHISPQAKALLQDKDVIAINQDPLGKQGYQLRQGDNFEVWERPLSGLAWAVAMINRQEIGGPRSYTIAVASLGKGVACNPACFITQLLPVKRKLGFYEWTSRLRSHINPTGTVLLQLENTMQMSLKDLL
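Inhibition or activation of alpha-galactosidase in human spleen homogenate is scored by 4-MU fluorescence after 40 min at 37C, pH 5.0, with 1 mM substrate. AC50s come from concentration-response fitted to the Hill equation.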
Tau fibril ThT: inhibitors of human tau fibril formation, thioflavin T binding | recombinant tau K18 P301L, heparin-induced fibrillization, ThT fluorescence | AID 1460 | Potency, µM (titrated, usually from 57.4 µM), without a hit: at the top dose activity, negative = inhibition, usual class: inhibitors | hit rate 2.1% among 270,000 | P10636; further: on the % scale 0 is the no-effect control and ±100 the full control effect; nearly all actives have a fitted effect of over 55% in size
Target sequence (P10636 561-689 P618L limits assumed): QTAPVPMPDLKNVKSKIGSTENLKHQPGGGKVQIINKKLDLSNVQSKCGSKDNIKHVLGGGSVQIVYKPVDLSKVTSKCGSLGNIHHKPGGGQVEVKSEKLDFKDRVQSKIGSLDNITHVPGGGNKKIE
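Recombinant human tau K18 fragment […] carrying P301L, 15 uM unlabeled plus 0.24 uM Alexa 594-labeled, was fibrillized with 20 uM heparin in 100 mM sodium acetate pH 7 for 6 hr at 37 C; 30 uM ThT fluorescence read after 1 hr.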
Tau fluor cs: counter-screen for tau fibril formation inhibitors. hit rate 0.93% among 280,000. AID 1463. Potency, µM (titrated, usually from 57.7 µM), inactives show at the highest dose activity change, negative = decrease. tau K18 P301L Alexa594 fluorescence, heparin fibrillization; further: on the % scale 0 is the no-effect control and ±100 the full control effect; nearly all actives have a fitted effect of over 55% in size
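Human tau K18 P301L (15 uM unlabeled, 0.24 uM Alexa 594-labeled) in 100 mM sodium acetate pH 7 with 20 uM heparin, 6 hr at 37 C. ThT 30 uM added, 1 hr ambient; Alexa 594 FP and total fluorescence read at 555/632 nm.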
GAA inhib: blocks human lysosomal alpha-glucosidase | purified human GAA, 4-MU-alpha-glucoside fluorescence | Potency, µM (top dose mostly 76.9 µM), for the others: at the highest dose activity change, negative = inhibition, most hits filed as inhibitors | hit rate 0.005% among 200,000;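 further: plate controls were uninhibited enzyme wells for no effect and no-enzyme background for full effect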
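Human alpha-glucosidase, 4 nM, pre-mixed with test compounds before 400 uM 4-methylumbelliferyl substrate; 20 min room temperature at pH 5.0. Fluorescence read after pH 10 stop; AC50 values from Hill-equation fits.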
Tau FP inhib: tau fibrillization inhibition (FP); P10636; K18 P301L tau heparin fibrillization, Alexa594 FP, 6 h; Potency, µM (top dose mostly 57.7 µM), for inactives: at the top dose activity, negative = inhibition, hits mostly inhibitors; hit rate 0.39% among 280,000; further: on the % scale 0 is the no-effect control and ±100 the full control effect; nearly all actives have a fitted effect of over 55% in size
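Heparin (20 uM) drove fibril formation of recombinant tau K18 P301L, 15 uM unlabeled with 0.24 uM Alexa 594 label, for 6 hr at 37 C in 100 mM sodium acetate pH 7. Fluorescence polarization (555/632 nm) read 1 hr after 30 uM ThT.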
* = called active by the depositor; ? = inconclusive; . = not tested or not shown; [ ] = dose if it differs, or a comment. The call rests on the fitted dose curve; in most records, active means well fitted curve in the direction sought with a large enough effect; inconclusive means small, poorly fitted or top-dose-only effect, or another doubt; inactive means no such curve, though single readings can be large; an effect the other way counts as inactive or inconclusive. Potency means the concentration at half of the fitted maximal effect.

1. COc1cccc(/C(O)=C2/C(=O)C(=O)N(c3cc(C)on3)C2c2cccs2)c1 (configuration not stated)
2. CCC(C)NC(=O)c1ccccc1SC (configuration not stated)
3. CC(C)C(=O)NC(NCC1CCCO1)C(Cl)(Cl)Cl (configuration not stated)
4. CC1Cc2ccccc2N1C(=O)CSc1nnc2c(n1)[nH]c1ccccc12 (configuration not stated)
5. O=C(c1ccco1)N1CCN(c2ncnc3scc(-c4cccs4)c23)CC1
6. O=C1CS/C(=N/N=C/c2ccccc2OS(=O)(=O)c2ccccc2)N1
assay / entry	1	2	3	4	5	6
aGlu spleen mod	-5%	1%	2%	3%	-1%	3%
HTT ATP protect	6%[0.074 µM]	-2%	-3%	5%[10 µM]	-4%[0.074 µM]	.
GAA glycogen	-5%	-3%	-1%	-15%	-28%	0%
GLA spleen mod	1%	-1%	6%	1%	1%	2%
Tau fibril ThT	-9%	13%	9%	?	-16%	-10%
Tau fluor cs	-4%	9%	2%	-24%	-2%	-17%
GAA inhib	-5%	10%	-4%	-4%	-9%	?
Tau FP inhib	9%	2%	0%	-6%	-2%	8%

7. COc1cc(CCC(=O)OCC(=O)Nc2ncc(Cl)cc2Cl)cc(OC)c1OC
8. O=C(c1ccccc1Cl)N1CCC(c2nc3c(nnn3Cc3ccco3)c(=O)[nH]2)CC1
9. CCCc1cc(=O)n2[nH]c(-c3ccco3)nc2n1
10. CCOC(=O)c1ccc2c(c1)nc(SCC(=O)NC(C)C)n2CC
11. COc1ccc(C(=O)Nc2c(Cl)cc(Cl)cc2C(=O)N2CCOCC2)cc1
12. Cc1cccc(NC(=O)c2c(C)cc(C)nc2SCC(=O)Nc2c(C)cc(C)cc2C)c1
assay / entry	7	8	9	10	11	12
aGlu spleen mod	-5%	-1%	-2%	-4%	0%	.
HTT ATP protect	6%[10 µM]	-4%	-24%	4%	-8%[10 µM]	.
GAA glycogen	-10%	3%	2%	-2%	6%	-1%[76.3 µM]
GLA spleen mod	4%	0%	-5%	-2%	0%	.
Tau fibril ThT	-8%	-6%	-5%	2%	-5%	3%
Tau fluor cs	-7%	0%	-6%	1%	-12%	-1%
GAA inhib	6%	0%	-2%	-3%	11%	.
Tau FP inhib	5%	8%	0%	-1%	-9%	-6%

7 compounds from above, arranged by formula weight, high to low:
12. Cc1cccc(NC(=O)c2c(C)cc(C)nc2SCC(=O)Nc2c(C)cc(C)cc2C)c1
7. COc1cc(CCC(=O)OCC(=O)Nc2ncc(Cl)cc2Cl)cc(OC)c1OC
8. O=C(c1ccccc1Cl)N1CCC(c2nc3c(nnn3Cc3ccco3)c(=O)[nH]2)CC1
5. O=C(c1ccco1)N1CCN(c2ncnc3scc(-c4cccs4)c23)CC1
4. CC1Cc2ccccc2N1C(=O)CSc1nnc2c(n1)[nH]c1ccccc12 (configuration not stated)
3. CC(C)C(=O)NC(NCC1CCCO1)C(Cl)(Cl)Cl (configuration not stated)
9. CCCc1cc(=O)n2[nH]c(-c3ccco3)nc2n1
assay / entry	12	7	8	5	4	3	9
aGlu spleen mod	.	-5%	-1%	-1%	3%	2%	-2%
HTT ATP protect	.	6%[10 µM]	-4%	-4%[0.074 µM]	5%[10 µM]	-3%	-24%
GAA glycogen	-1%[76.3 µM]	-10%	3%	-28%	-15%	-1%	2%
GLA spleen mod	.	4%	0%	1%	1%	6%	-5%
Tau fibril ThT	3%	-8%	-6%	-16%	?	9%	-5%
Tau fluor cs	-1%	-7%	0%	-2%	-24%	2%	-6%
GAA inhib	.	6%	0%	-9%	-4%	-4%	-2%
Tau FP inhib	-6%	5%	8%	-2%	-6%	0%	0%

Next part
13. CCc1ccc(OCC(=O)N(Cc2ccco2)Cc2ccccc2Cl)cc1
14. C/C(CC(=O)Nc1cc(C)ccn1)=N\NC(=O)c1ccc(C)cc1
15. Cc1noc(C)c1S(=O)(=O)Nc1ccc(C(=O)N2CCN(c3cccc(Cl)c3)CC2)cc1
16. CCOC(=O)C1(Cc2ccccc2)CCCN(Cc2ccc(OCC)c(CO)c2)C1 (configuration not stated)
17. COc1ccc2nc(SCC(=O)NN)cc(C)c2c1
18. CC(=O)C1=C(O)C(=O)N(CCC(=O)O)C1c1ccc(Cl)cc1Cl (configuration not stated)
assay / entry	13	14	15	16	17	18
aGlu spleen mod	.	-10%	2%	5%	1%	-5%
HTT ATP protect	.	8%[10 µM]	1%	2%[10 µM]	-18%	0%
GAA glycogen	-3%[76.3 µM]	?	-8%	4%	-14%	5%
GLA spleen mod	.	-2%	-2%	1%	-5%	8%
Tau fibril ThT	-11%	?	-19%	9%	?	-1%
Tau fluor cs	-8%	-3%	-20%	-3%	-9%	-3%
GAA inhib	.	4%	1%	15%	-3%	-2%
Tau FP inhib	?	-2%	3%	-3%	-6%	0%

19. O=C1CCCCCN1CP(=O)(O)CN1CCCCCC1=O
20. C=CCN1C(=O)/C(=C2/Sc3ccccc3N2C)SC1=Nc1c(C)n[nH]c1C
21. CN1N=C(C(=O)N2CCc3c([nH]c4ccccc34)C2c2ccccc2Cl)CCC1=O (configuration not stated)
22. Cc1c2cnn(CC(=O)NC(C)C)c(=O)c2c(C)n1Cc1ccccc1Cl
23. CN1CCN(CCC(=O)Nc2ccc3c(c2)OCO3)CC1
24. COCCCNCCCCOc1ccc(OCc2ccccc2)cc1
assay / entry	19	20	21	22	23	24
aGlu spleen mod	4%	7%	-9%	.	4%	-6%
HTT ATP protect	15%[10 µM]	3%[10 µM]	-94%[inhibitor]	.	4%[10 µM]	6%[10 µM]
GAA glycogen	2%	-5%	-11%	11%[76.3 µM]	7%	-6%
GLA spleen mod	7%	-9%	0%	.	1%	4%
Tau fibril ThT	-2%	-1%	-9%	?	0%	-2%
Tau fluor cs	-1%	4%	-6%	-1%	1%	0%
GAA inhib	.	-2%	0%	.	0%	12%
Tau FP inhib	8%	5%	3%	-1%	4%	2%

25. COc1cc(NC(=O)c2ccc(Cl)cc2)c(OC)cc1Cl
26. CCCn1c(N)c(N(CCOC)C(=O)/C=C/c2ccc(C(=O)OC)cc2)c(=O)[nH]c1=O
27. Cc1c(NC(=S)N/N=C/c2ccc(O)cc2)c(=O)n(-c2ccccc2)n1C
28. Cc1ccc2c(c1)N(CC(=O)N1CCN(c3nc4ccccc4s3)CC1)C(=O)C(C)O2 (configuration not stated)
29. CCOc1cc(C)cc2oc(=O)cc(-c3ccccc3)c12
30. c1ccc(CSc2nnnn2-c2cccc3ccccc23)nc1
assay / entry	25	26	27	28	29	30
aGlu spleen mod	3%	18%	-18%	-2%	-4%	-7%
HTT ATP protect	-21%[10 µM]	0%[10 µM]	-30%	-10%	-7%	-8%
GAA glycogen	4%	9%	7µM*	-18%	-10%	-4%
GLA spleen mod	8%	-7%	-5%	0%	8%	-14%
Tau fibril ThT	-15%	-4%	-8%	?	?	-6%
Tau fluor cs	-24%	1%	-14%	-14%	-19%	-15%
GAA inhib	-5%	10%	?	-11%	?	-14%
Tau FP inhib	-8%	6%	-3%	1%	-14%	2%

31. COc1ccccc1N1CCN(C/C(O)=C(\C#N)c2nc(-c3ccccc3)cs2)CC1
32. CC(C)CC1CC(=O)OC1(C)C(=O)CSc1nc2ccccc2s1 (configuration not stated)
33. COc1ccc(CCNC(=O)C(=O)N2CCCCC2)cc1OC
34. CCOP(=O)(OCC)C(NC(=O)Nc1ccc(Cl)cc1)C(=O)N(CC)CC (configuration not stated)
35. O=C1CN(C(=O)COc2ccc(Cl)cc2Cl)C(c2ccc(F)cc2)c2cc(F)ccc2N1 (configuration not stated)
36. CC(C)CC(NC(=O)c1ccc(Cl)cc1)C(=O)O (configuration not stated)
assay / entry	31	32	33	34	35	36
aGlu spleen mod	-3%	-19%	2%	-10%	.	-8%
HTT ATP protect	-19%[0.074 µM]	-15%	-11%[1.9 µM]	-7%[10 µM]	.	-13%
GAA glycogen	1%	?	-6%	16%	-20%[76.3 µM]	5%
GLA spleen mod	-8%	3%	3%	-8%	.	-15%
Tau fibril ThT	?	?	5%	0%	1%	-8%
Tau fluor cs	-25%	-14%	3%	-7%	-24%	-4%
GAA inhib	-5%	-3%	-6%	1%	.	2%
Tau FP inhib	4%	0%	-2%	1%	?	-2%

37. O=C(NCC(=O)N(Cc1ccco1)C(C(=O)NC1CCCCC1)c1cccnc1)c1cccs1 (configuration not stated)
38. COC(=O)N1CC(c2ccccc2)CC1=O (configuration not stated)
39. Cc1ccc(NC(=O)CN2C(=O)COc3ccc(S(=O)(=O)NC4CCCC4)cc32)c(Cl)c1
40. COC(=O)c1ccccc1NS(=O)(=O)c1ccc2[nH]c(=O)[nH]c2c1
41. CCOc1ccccc1NC(=O)/C(C#N)=C/c1c(C)nn(-c2ccc(F)cc2)c1Cl
42. c1ccc2sc(N3CCN(Cc4nnnn4CC4CCCO4)CC3)nc2c1 (configuration not stated)
43. O=C(Cn1cc(C(F)(F)F)ccc1=O)Nc1ccccc1
44. O=C(NC(=S)Nc1cccc(F)c1)c1cccc([N+](=O)[O-])c1
assay / entry	37	38	39	40	41	42	43	44
aGlu spleen mod	1%	-1%	.	-4%	0%	2%	-10%	7%
HTT ATP protect	3%	23%[10 µM]	.	-8%[10 µM]	.	-11%	-6%[10 µM]	7%[10 µM]
GAA glycogen	2%	-17%	0%[76.3 µM]	1%	-1%	-3%	6%	-2%
GLA spleen mod	-2%	2%	.	-9%	-3%	1%	-6%	6%
Tau fibril ThT	-8%	6%	11%	12%	-9%	-13%	-1%	?
Tau fluor cs	-8%	2%	-11%	3%	-4%	-5%	-6%	?
GAA inhib	-9%	1%	.	5%	8%	-10%	.	.
Tau FP inhib	1%	-3%	9%	6%	-1%	3%	-5%	-5%

Compound activity (PubChem BioAssay)

An unsorted share of the library, and some 3.3% of all compounds hit somewhere here.
